# TRPC4 act: opens the mouse TRPC4 cation channel; Q9QUQ5; HEK293 TRPC4beta/mu-opioid, Fluo4 calcium fluorescence; stronger effect = higher value; B-score at 10 µM; 0.49% of 310,000 active; AID 2237;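 active = B-score above 5 SD of library B-scores, and initial fluorescence ratio not above library mean plus 5 SD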;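 also: positive B-score marks a calcium rise read as TRPC4 activation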
#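 System: HEK293 cells stably co-expressing mouse TRPC4beta and mu-opioid receptor; Schedule: Fluo4 dye loading 45 min at room temperature, 110 s recording; Detection: Fluo4 fluorescence, kinetic; Evaluation: B-scored integrated calcium fluorescence ratio; Controls: buffer (low) and maximal DAMGO (high).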
# TMEM16A inh: inhibitors of mouse TMEM16A calcium-activated chloride channel | 1.2% of 310,000 active | AID 588511 | HEK293 TMEM16A/YFP iodide influx fluorescence, ionomycin | Q8BHY3 | normalized B-score (activity score, 25-100; higher = stronger inhibition) at 10 µM;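 active = ratio plate-corrected score three or more library SD toward inhibition, starting fluorescence score within five deviations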;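 also: score derived from kinetic fluorescence span divided by baseline fluorescence per well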
# KCNQ1 pot: potentiators or activators of human KCNQ1 potassium channel. CHO-K1 KCNQ1, thallium flux FluxOR fluorescence; stronger effect = higher value. 0.35% of 310,000 active. B-score at 10 µM. P51787. AID 2648;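 active = fluorescence ratio B-score, a plate-corrected score, at least three library SD, with initial intensity B-score within 5 SD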
#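 Material: CHO-K1 cells stably expressing KCNQ1. Medium: assay buffer for compound exposure, DMSO matched across wells. Reagent: K+/Tl+ depolarizing stimulus. Compound dosing: single-concentration screen. Times: 37 °C overnight plating, 90-min dark dye load, 20-min compound pretreatment. Technique: FluxOR Tl+ flux fluorescence.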
# KCNK9 inh: human KCNK9 channel inhibition; B-score at 10 µM; Q9NPC2; HEK293 KCNK9, FluxOR thallium flux fluorescence; stronger effect = lower value; 1.2% of 310,000 active;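 active = ratio B-score over 3 SD below the library mean, with starting fluorescence within 5 SD of its mean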;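 also: negative B-score means less thallium flux so channel inhibition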
# KCNQ1 block: human KCNQ1 channel inhibition; P51787; CHO-K1 KCNQ1, FluxOR thallium flux fluorescence; stronger effect = higher value; B-score at 10 µM; 1.3% of 310,000 active; AID 2642;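 active = compounds whose thallium flux B-score, printed positive for inhibition, exceeds three library SD while starting fluorescence stays within three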;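 also: channel opened by potassium depolarization with thallium stimulus after 20 min compound exposure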
# HDAC3 inh: inhibitors of human histone deacetylase 3; recombinant HDAC3, fluorogenic peptide/trypsin coupled, fluorescence; inhibition, % at 8.3 µM; 0.15% of 320,000 active; O15379; AID 2718; in the data active = inhibition above about 26%, passing the limit was not always enough; inconclusive = no clear call, values can overlap the other calls
# Target sequence (O15379 whole entry, looked up): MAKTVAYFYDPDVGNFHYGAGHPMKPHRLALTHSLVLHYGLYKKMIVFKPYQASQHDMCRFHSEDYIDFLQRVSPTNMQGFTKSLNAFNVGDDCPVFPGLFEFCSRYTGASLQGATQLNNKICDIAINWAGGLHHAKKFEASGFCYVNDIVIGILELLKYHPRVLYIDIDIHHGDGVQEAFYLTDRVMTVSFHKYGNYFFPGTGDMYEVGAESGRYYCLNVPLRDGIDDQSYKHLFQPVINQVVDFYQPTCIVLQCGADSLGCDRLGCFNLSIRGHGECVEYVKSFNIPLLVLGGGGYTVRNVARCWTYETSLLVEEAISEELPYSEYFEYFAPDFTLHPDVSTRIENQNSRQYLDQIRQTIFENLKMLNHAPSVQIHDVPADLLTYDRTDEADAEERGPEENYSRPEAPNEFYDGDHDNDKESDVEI
# Dyrk1A ADPGlo: Dyrk1A (rat) kinase inhibition. Q63470. inhibition, % at 12.5 µM. ADP-Glo luminescence, NFATc1 peptide. 0.43% of 310,000 active. AID 504441; in the data active = inhibition above about 50%;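 also: plate controls were vehicle with enzyme for no effect and no enzyme for full effect; many of its hits are not listed in these tables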
# ANO1 activ: activates or potentiates the mouse TMEM16A chloride channel; Q8BHY3; B-score at 10 µM; AID 623877; HEK293 TMEM16A/YFP-H148Q/I152L, iodide quench fluorescence; stronger effect = lower value; 0.3% of 340,000 active;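 active = fluorescence-ratio B-score plate-corrected deviation score at least 3 library SD below zero, with starting fluorescence score within 5 deviations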;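 also: channel opened by trigger with iodide after compound preincubation; score built on the fluorescence ratio of max minus min over baseline; more negative score means more quench and so TMEM16A activation or potentiation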
# hERG protect: shields human hERG channel from block by proarrhythmic agents; CHO-hERG, FluxOR thallium flux, dofetilide IC70 present; 0.51% of 310,000 active; Q12809; activation (rescue from dofetilide block), less the hit threshold, % at 10 µM;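 active = activation above the mean of controls blocked by dofetilide plus 5 SD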;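 also: thallium influx through hERG after potassium depolarization seen as dye fluorescence rise; in these data hits start at about 4.7%; inactives centre near -7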
# TRPC4 potent: TRPC4 (mouse) allosteric potentiation; Q9QUQ5; HEK293 TRPC4beta/mu-opioid, DAMGO EC20, Fluo-4 Ca2+ flux; stronger effect = higher value; B-score at 10 µM; 0.42% of 310,000 active; AID 2227;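 active = B-score of calcium response area above 5 SD of library B-scores, with initial fluorescence ratio within 5 SD of library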;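 also: B-score of integrated fluorescence ratio over time as area under calcium response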
# KCNK3 block: human KCNK3 channel inhibition, primary screen; O14649; CHO-KCNK3 thallium flux, FluxOR fluorescence; stronger effect = lower value; B-score at 10 µM; 0.84% of 340,000 active;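 active = B-score under library mean minus 4 SD, starting fluorescence ratio at most library mean plus 5 SD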;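 also: more negative B-score means stronger inhibition of thallium flux through KCNK3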
# Target sequence (O14649 whole entry, looked up): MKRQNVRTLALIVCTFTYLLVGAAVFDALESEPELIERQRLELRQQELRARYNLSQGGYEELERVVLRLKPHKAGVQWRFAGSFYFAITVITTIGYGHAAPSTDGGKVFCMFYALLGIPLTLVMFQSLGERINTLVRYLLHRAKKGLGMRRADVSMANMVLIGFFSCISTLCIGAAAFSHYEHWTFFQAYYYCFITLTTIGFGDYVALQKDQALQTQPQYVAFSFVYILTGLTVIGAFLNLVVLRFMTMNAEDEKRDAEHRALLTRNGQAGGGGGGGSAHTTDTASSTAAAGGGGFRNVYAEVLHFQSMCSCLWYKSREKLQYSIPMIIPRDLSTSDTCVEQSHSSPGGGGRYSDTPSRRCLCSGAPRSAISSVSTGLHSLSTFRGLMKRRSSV
# Active calls of the source: *; i = inactive; ? = inconclusive; nt = no result given. Some of the compounds tested, so the mix of outcomes need not match the whole.
SMILES,TRPC4 act,TMEM16A inh,KCNQ1 pot,KCNK9 inh,KCNQ1 block,HDAC3 inh,Dyrk1A ADPGlo,ANO1 activ,hERG protect,TRPC4 potent,KCNK3 block
CCN(CC)C(=O)C1CCCN(Cc2ccc3ccccc3c2)C1 (stereo not given),i,i,i,i,i,6,2,i,-11,i,i
O=C(O)CC(CC(=O)Nc1ccc(N2CCOCC2)cc1)c1ccccc1 (stereo not given),i,i,i,i,i,-5,nt,i,-7,i,i
Cc1ccc(S(=O)(=O)NCc2ccc(C(=O)N3CCN(Cc4ccccc4)CC3)cc2)cc1,i,i,i,i,i,-1,3,i,-4,i,-9.3*
O=C(OCCN1CCOCC1)c1ccccc1Cl,i,i,i,i,i,0,-3,i,-8,i,i
Cc1ccccc1C(=O)OCCN1CCOCC1,i,i,i,i,i,3,-4,i,-12,i,i
C/C(N)=C(/C#N)C(=O)COC(=O)c1ccc(O)cc1,i,i,i,i,i,-3,1,i,-11,i,i
COc1c(C)cc(C(=O)C2CCCN(C(=O)c3cc(C)n(C)n3)C2)cc1C (stereo not given),i,i,i,i,i,-1,6,i,-1,i,i
O=C(NC1=NCCS1)c1ccc(Cl)c(S(=O)(=O)N2CCOCC2)c1,i,i,i,i,i,-2,-2,i,-6,i,i
COc1ccc(Cc2nnc(NN)[nH]c2=O)cc1OC,i,i,i,i,i,0,-1,i,-8,i,i
CCOC(=O)N1CCN(C(=O)C2CCCN(S(=O)(=O)c3ccc(F)cc3)C2)CC1 (stereo not given),i,i,i,i,i,0,-5,i,-10,i,i

# 4 compounds already listed, sorted by SMILES length, smallest number first:
SMILES,TRPC4 act,TMEM16A inh,KCNQ1 pot,KCNK9 inh,KCNQ1 block,HDAC3 inh,Dyrk1A ADPGlo,ANO1 activ,hERG protect,TRPC4 potent,KCNK3 block
COc1ccc(Cc2nnc(NN)[nH]c2=O)cc1OC,i,i,i,i,i,0,-1,i,-8,i,i
CCN(CC)C(=O)C1CCCN(Cc2ccc3ccccc3c2)C1 (stereo not given),i,i,i,i,i,6,2,i,-11,i,i
O=C(NC1=NCCS1)c1ccc(Cl)c(S(=O)(=O)N2CCOCC2)c1,i,i,i,i,i,-2,-2,i,-6,i,i
CCOC(=O)N1CCN(C(=O)C2CCCN(S(=O)(=O)c3ccc(F)cc3)C2)CC1 (stereo not given),i,i,i,i,i,0,-5,i,-10,i,i

# More records:
SMILES,TRPC4 act,TMEM16A inh,KCNQ1 pot,KCNK9 inh,KCNQ1 block,HDAC3 inh,Dyrk1A ADPGlo,ANO1 activ,hERG protect,TRPC4 potent,KCNK3 block
O=C(NNC(=O)c1ccccc1Br)c1cccs1,i,i,i,i,i,2,3,i,-9,i,i
O=S(=O)(Nc1ccc(S(=O)(=O)N2CCCCC2)cc1)c1ccc(Br)s1,i,25*,i,i,i,2,0,i,-14,i,i
COc1ccc(CNC(=O)CCN2C(=O)c3ccccc3C2=O)cc1,i,i,i,i,i,1,-9,i,-6,i,i
O=S(=O)(NCC1CCCO1)c1ccc(S(=O)(=O)N2CCCC2)cc1 (stereo not given),i,i,i,i,i,0,3,i,-4,i,i
CN(Cc1ccccc1)C1=CC(=[N+]2CCCCC2)CC(C)(C)C1,i,i,i,i,6*,14,10,i,-20,i,i
COc1ccc(-c2csc(NC(=O)c3ccc(N4C(=O)CCC4=O)cc3)n2)cc1OC,i,i,i,i,i,-2,-2,i,-9,i,i
O=C(c1ccc(CS(=O)(=O)c2ccc(Br)cc2)o1)N1CCN(c2ccccn2)CC1,i,i,i,i,i,5,13,-7.8*,-4,i,i
Cc1ccccc1-c1n[nH]c(=S)n1C,i,i,i,i,i,8,-3,i,-6,i,i
CC(C)Cn1c(/C=N/Nc2nc3ccccc3[nH]2)nc2ccccc21,i,nt,i,i,11*,nt,1,i,-4,i,i
COc1ccc2[nH]c(C(=O)NCCCN3CCCC3=O)c(C)c2c1,i,i,i,i,i,-30,3,i,1,i,i
c1ccc(-c2ccccc2OCCCN2CCOCC2)cc1,i,i,i,i,i,0,0,i,-19,i,i
O=C(COC(=O)/C=C/c1cccc(C(F)(F)F)c1)NC(c1ccccc1)c1ccccc1,i,i,i,i,i,-4,1,i,-8,i,i
CC1=CCC(/C=N\Nc2nnc3c(n2)[nH]c2ccccc23)CC1 (stereo not given),i,i,i,i,i,1,nt,nt,-7,i,nt
COc1ccc2c(c1)C(NS(=O)(=O)OCC(Cl)(Cl)Cl)CCC2 (stereo not given),i,i,i,i,i,19,5,i,-1,i,i
NC(CC(=O)OC1CCCCC1)C(=O)OC1CCCCC1 (stereo not given),i,i,i,i,i,?,1,nt,-1,i,i
O=c1[nH]c2ccccc2c2ccccc12,i,i,i,i,i,-2,20,i,-8,i,i
Cc1cc(C(=O)NNC(=O)Nc2ccccc2)no1,i,i,i,i,i,-6,2,i,-5,i,i
Cc1cc(N2CCN(Cc3ccccc3)CC2)n2nc(C)c(-c3ccccc3)c2n1,i,i,i,i,i,-7,2,i,-10,i,i
O=C(N/N=C/c1ccccn1)c1cc(-c2ccc(Br)cc2)nc2ccccc12,i,i,14*,i,i,2,5,i,-1,i,i
COC(=O)c1ccc(NC(=O)CSc2nncc3ccc(OC)c(OC)c23)cc1,i,i,i,i,i,-6,0,i,-6,i,i
COc1cc(C(=O)NCCOc2cccc(C)c2)c(Br)c(OC)c1OC,i,i,i,i,i,-6,6,i,-9,i,i
Cc1ccc(C2=NC3(CCCCCC3)NC2=S)cc1,i,i,i,i,i,0,-11,i,-6,i,i
O=C(CCN1C(=O)/C(=C/c2cccs2)SC1=S)N1CCCCC1,i,i,i,i,i,-2,0,i,-11,i,i
COc1ccccc1CC(=O)Nc1cccc(F)c1,i,i,i,i,i,-3,1,i,0,i,i
CCOc1ccc(NC(=O)Nc2nnc(CC)s2)cc1,i,i,i,i,i,-5,-6,i,-9,i,i
O=S(=O)(NC1CCCCC1)c1cccc(-c2nnc(-c3ccccc3)o2)c1,i,i,i,i,i,6,0,i,-5,i,i
Cc1nnc(Nc2ccc(Cl)cc2)n(N)c1=O,i,i,i,i,i,0,5,i,-7,i,i
Cc1cccc(C2NC(=O)c3ccccc3O2)c1 (stereo not given),i,i,i,i,i,-6,-1,i,-7,i,i
COC(=O)CN1C(=O)C2(C(C#N)=C(N)Oc3n[nH]c(-c4cccs4)c32)c2ccccc21 (stereo not given),i,i,i,i,i,0,-1,i,-1,i,i
CCSc1nc2ccccc2n1CC(=O)OC,i,i,i,i,i,1,-4,i,-2,i,i
CC1(NC(=S)Nc2ccccc2)CCS(=O)(=O)C1 (stereo not given),i,i,i,i,i,0,nt,i,-8,i,i
O=C(Nc1ccccc1)Nc1cccc(Cl)c1Cl,i,i,i,i,i,1,-8,i,-5,i,i
O=S(=O)(c1ccc(Nc2ccc3c(c2)OCO3)nc1)N1CCOCC1,i,i,i,i,i,12,-3,i,-8,i,i
Cc1c(NC(=O)c2cc3nc(-c4ccc(Cl)cc4)cc(C(F)(F)F)n3n2)c(=O)n(-c2ccccc2)n1C,i,i,i,i,i,3,-3,i,-6,i,i
COc1ccc(Nc2ccc(Cl)cc2)c(C(=O)O)c1,i,i,i,i,i,0,-4,i,-7,i,i
c1ccc(OCCCn2nnc(-c3ccc(N4CCOCC4)cc3)n2)cc1,i,i,i,i,i,4,-5,i,0,i,i
CCOc1ncccc1C(=O)OCC(=O)c1ccc[nH]1,i,i,i,i,i,3,1,i,-13,i,i
COC(=O)Cn1nc(-c2ccccc2)c2cc(Cl)ccc21,i,i,i,i,i,-2,8,i,-7,i,i
N#Cc1ccc(-c2ccc(Cl)cc2)nc1Oc1ccc(F)cc1,i,i,i,i,i,-5,-4,i,-13,i,i
O=C(COc1ccc(Nc2ccccc2)cc1)Nc1ccncc1,i,100*,i,i,8*,2,4,i,-21,i,i
CCCS(=O)(=O)N1CCCC(C(=O)c2ccccc2OC)C1 (stereo not given),i,i,i,i,i,-2,-2,i,-7,i,i
O=C1CCCC(=O)C1C(=O)C1CCN(S(=O)(=O)c2ccccc2)CC1,i,i,i,i,i,-12,-3,i,-8,i,i
O=C(NC1=NCCS1)C1CC2CCC1C2 (stereo not given),i,i,i,i,i,2,2,i,-3,i,i
CC(=O)N1c2c(cc(Br)cc2S(=O)(=O)N2CCOCC2)CC1C (stereo not given),i,i,i,i,i,2,0,i,-8,i,i
O=C(CCn1c(=O)oc2cc(Cl)ccc21)Nc1ccc(N2CCOCC2)cc1,i,i,i,i,i,11,-1,i,-3,i,i
O=C(OCc1nnc(-c2ccccc2)o1)C1CC(=O)N(c2ccccc2)C1 (stereo not given),i,i,i,i,i,-2,3,i,-3,i,i
CC(C)c1ccc2[nH]c3c(c2c1)[C@@H]1CCN2C(=O)CCC[C@H](C3)[C@H]12,i,i,i,i,i,8,-1,i,-8,i,i
CSC1=NCCN1C(=O)Cc1ccc(F)cc1,i,i,i,i,i,-8,4,i,-6,i,i
COc1cccc(-c2ccc(-c3noc(-c4cccs4)n3)c(OC)n2)c1,i,i,i,i,i,-9,0,i,-9,i,i
O=C(CN1C(=O)COc2ccc(S(=O)(=O)N3CCCC3)cc21)N1CCCC1,i,i,i,i,i,-2,-2,i,-1,i,i
# Next part
SMILES,TRPC4 act,TMEM16A inh,KCNQ1 pot,KCNK9 inh,KCNQ1 block,HDAC3 inh,Dyrk1A ADPGlo,ANO1 activ,hERG protect,TRPC4 potent,KCNK3 block
CCC(C)N(C(=O)COC(=O)c1[nH]c(C)c(C(C)=O)c1C)C1CCS(=O)(=O)C1 (stereo not given),i,i,i,i,i,0,0,i,-15,i,i
Nc1c(C(=O)NC2CCCC2)c2nc3ccccc3nc2n1N,i,i,i,i,i,-1,-28,i,-4,i,i
COc1cc(C(=O)OCC(=O)Nc2cc(-c3cc(C)c(C)cc3C)nn2-c2ccccc2)cc(OC)c1OC,i,i,i,i,i,9,-2,i,-8,i,i
CCOC(=O)c1cn2nc(-c3ccc(OCC)cc3)cc2nc1C1CCN(C(=O)OC(C)(C)C)CC1,i,i,i,i,i,-1,3,i,-6,i,i
Cc1c(OC(C)C(=O)NCc2ccccn2)ccc2c3c(c(=O)oc12)CCCC3 (stereo not given),i,i,i,i,i,-17,1,i,-13,i,i
O=C(Nc1nc2c(s1)CN(Cc1ccccc1)CC2)C1CCC1,i,i,i,i,i,4,6,i,-11,i,i
CN(CC(=O)Nc1ccccc1Cl)C(=O)c1cc(-c2cccs2)nn1-c1ccccc1,i,i,i,i,i,-1,-1,i,-19,i,i
Cc1ccc(C(=O)NC2CCN(C(=O)NCc3ccccc3)CC2)cc1,i,i,i,i,i,-11,-1,i,-3,i,i

# Source: PubChem (several laboratories)
